hcGAS lum: Primary biochemical luminescence assay for human cyclic GMP-AMP synthase inhibitors. Q8N884. recombinant h-cGAS, ATP depletion, Kinase-Glo luminescence. inhibition, % at 12.5 µM. hit rate 0.081% among 290,000;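 note: 0% = vehicle reaction and 100% = reaction without DNA for no activity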
Target sequence (Q8N884 whole entry, looked up): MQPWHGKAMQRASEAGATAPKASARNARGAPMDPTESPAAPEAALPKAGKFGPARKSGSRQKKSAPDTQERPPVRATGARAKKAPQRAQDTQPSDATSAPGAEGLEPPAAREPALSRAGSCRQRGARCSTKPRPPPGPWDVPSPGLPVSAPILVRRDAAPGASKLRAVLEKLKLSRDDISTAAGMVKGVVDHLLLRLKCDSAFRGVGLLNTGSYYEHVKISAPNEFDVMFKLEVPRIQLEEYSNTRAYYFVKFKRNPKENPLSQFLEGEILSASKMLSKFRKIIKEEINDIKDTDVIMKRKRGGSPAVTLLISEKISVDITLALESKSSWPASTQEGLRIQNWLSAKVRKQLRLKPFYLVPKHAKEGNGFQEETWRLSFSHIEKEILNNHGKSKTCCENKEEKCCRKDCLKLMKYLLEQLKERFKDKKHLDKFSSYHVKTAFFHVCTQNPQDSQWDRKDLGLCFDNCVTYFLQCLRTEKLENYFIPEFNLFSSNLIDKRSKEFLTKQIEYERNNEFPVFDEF
mcGAS lum: cyclic GMP-AMP synthase inhibitors, mouse, primary biochemical chemiluminescence | recombinant cGAS, Kinase-Glo ATP depletion luminescence | inhibition, % at 12.5 µM | hit rate 0.15% among 160,000 | Q8C6L5;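 note: 0% = negative control wells and 100% = reference inhibitor with no enzyme activity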
NPYLR7 agonist: agonists of mosquito NPYLR7 receptor, primary screen, cell-based, Aedes aegypti, calcium fluorescence, mosquito biting behavior. Aedes aegypti neuropeptide Y-like receptor 7 (NPYLR7). HEK293T NPYLR7/Galpha15, GCaMP6s calcium fluorescence. activation, % at 10 µM. hit rate 0.15% among 270,000; in the data active = activation above about 40%;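 note: 0% = vehicle and 100% = reference agonist at the receptor; some compounds past the cut are filed as inactive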
* marks the source's active call; other numbers are inactive results; nt = not tested or not shown. Cut-off read from the data, not from the text of the source, unless noted: active = inhibition above about 40%; inactive = the rest.

Every second line gives: hcGAS lum	mcGAS lum	NPYLR7 agonist
COCCN1C(=O)C(=Cc2c(NCCCO)nc3ccccn3c2=O)SC1=S
 : -12.7	-8.0	10.6
CC(=O)Nc1ccc(C)c(S(=O)(=O)Oc2ccccc2F)c1
 : -5.4	nt	3.7
CNC(=O)c1ccccc1Sc1ccc2c(/C=C/c3ccccn3)n[nH]c2c1
 : 0.0	-4.0	-6.4
Cc1cc(N2CCCN(Cc3ccnc(C(C)C)n3)CC2)ccn1
 : -2.5	nt	9.9
CCC(=O)Nc1ccc(C(=O)NCCNS(=O)(=O)c2ccc(C)cc2OC)cc1
 : -2.5	nt	-9.6
CC(C)c1cc(Oc2ccccc2Cl)nc(SCc2ccc(F)cc2F)n1
 : -6.6	-4.8	2.0
O=S(=O)(c1ccc2ccccc2c1)N1CCN(C2CCCC2)CC1
 : -11.5	nt	8.2
CNC(=O)C1=NN(c2ccccc2)C(c2ccccc2)C1 (configuration not stated)
 : -13.8	-8.0	-1.4
CC(=O)Oc1ccccc1Cn1cc(C(=O)NCc2cccs2)sc1=O
 : -8.7	nt	4.5
COc1ccc(-c2nc(CSCc3ccc(F)cc3)cs2)cc1OC
 : -6.5	-7.0	4.9
COC(C)(C)Cn1ccnc1-c1cc(F)ccc1-n1nc(C)cc1C
 : -7.5	nt	-7.9
O=C(NC1CCc2ccccc21)c1ccc(-c2ccc(Oc3ccccc3)cc2)s1 (configuration not stated)
 : -3.3	-6.3	21.8
COCCCN(Cc1ccc(C(O)(c2ccc(OC)cc2)c2ccc(OC)cc2)o1)Cc1ccccc1OC
 : -0.8	-4.6	-0.7
COc1ccc2cc(C(=O)Nc3ccc(C)cc3)c(=O)oc2c1
 : -2.2	0.8	11.2
COC(=O)/C(C#N)=C/c1c(Oc2ccc(C)cc2)nc2ccccn2c1=O
 : -7.6	-7.8	9.7
COc1ccc(-n2cc(CNC3CC3)c(-c3ccccc3Cl)n2)cc1
 : -4.1	-5.8	0.5
Cc1cc(N(C)C)nc(NCCNC(=O)Nc2ccccc2Cl)n1
 : 0.4	nt	-0.1
CCCNC(=O)N(Cc1ccco1)Cc1nccn1Cc1ccc(Cl)cc1Cl
 : -8.5	-9.8	20.6
CCc1cc(N2CC[C@@H](N3CCC(O)CC3)[C@H](O)C2)nc(N2CCCCC2)n1
 : -0.1	nt	2.5
COC(=O)C(=O)N1CCC(c2nc(-c3ccncc3)no2)CC1
 : -2.1	-3.2	3.4

Random excerpt: four records from the list.
Every second line gives: hcGAS lum	mcGAS lum	NPYLR7 agonist
CC(=O)Oc1ccccc1Cn1cc(C(=O)NCc2cccs2)sc1=O
 : -8.7	nt	4.5
CC(=O)Nc1ccc(C)c(S(=O)(=O)Oc2ccccc2F)c1
 : -5.4	nt	3.7
CNC(=O)C1=NN(c2ccccc2)C(c2ccccc2)C1 (configuration not stated)
 : -13.8	-8.0	-1.4
Cc1cc(N(C)C)nc(NCCNC(=O)Nc2ccccc2Cl)n1
 : 0.4	nt	-0.1

Next section:
Every second line gives: hcGAS lum	mcGAS lum	NPYLR7 agonist
CC1(C(=O)O)CCN1C(=O)/C=C/c1ccccc1 (configuration not stated)
 : -14.8	nt	1.0
C#CCOCC(O)CN(CCN1CCOCC1)Cc1cccn1Cc1cccc(OC)c1 (configuration not stated)
 : 1.2	-4.7	nt
O=c1c(N=Nc2cccc(Cl)c2)c(-c2ccccc2)[nH]n1-c1nc(-c2ccccc2)cs1
 : 28.5	6.5	-0.3
O=C(NCCCSc1ccccc1)c1cccc(O)c1
 : -1.6	nt	5.7
CO[C@H]1CN(C)[C@@H]2Cc3c(n(C)c4ccccc34)[C@H]1C2
 : -5.0	-7.7	29.8
Cc1nc(SCC(=O)N(C)CC23CC4CC(CC(C4)C2)C3)oc1C
 : -5.3	nt	1.5
CCc1[nH]nc(-c2ccc3c(c2)OCO3)c1NC(=O)c1cccc(OC)c1
 : 5.3	1.1	nt
CN(Cc1ccccc1C(F)(F)F)C(=O)C1CCC(=O)N(CC2CCCCC2)C1 (configuration not stated)
 : -1.5	nt	11.7
O=[N+]([O-])c1ccc(-c2nc(C3CCCCC3)no2)cc1
 : -3.6	-3.2	-4.3
CC1=NN(CC(=O)NCc2cc(-c3ccc(F)cc3)no2)CC1
 : 0.3	-1.0	2.1
COc1ccc(OC)c(-n2c(SCC(=O)NC3CCCC3)nc3ccccc3c2=O)c1
 : -2.8	-4.1	-4.7
CC(C)c1nccn1C1CCN(Cc2ccccc2)C1 (configuration not stated)
 : -6.8	nt	5.0
Cc1cc(C(=O)N2CCc3c(nc(C)[nH]c3=O)C2)n[nH]1
 : -3.2	-12.6	4.9
Cc1cc(C)c(S(=O)(=O)NCCn2nc(-c3cccs3)ccc2=O)cc1C
 : 11.4	-0.9	13.6
O=C(COC(=O)c1ccc(F)c(S(=O)(=O)N2CCCCC2)c1)NC1CCCCCC1
 : -0.1	nt	4.4
CC1=CCC=CC1C(=O)NC1CCc2[nH]c3ccc(F)cc3c2C1 (configuration not stated)
 : -9.2	-8.5	nt
O=c1[nH]c(O)c(C=Nc2ccccc2)c(=O)[nH]1
 : -1.5	-5.3	5.0
O=C(NC(C(=O)NC1CC1)C1CCN(C(=O)c2ccc3c(c2)OCO3)CC1)c1ccc(F)cc1 (configuration not stated)
 : -3.4	-4.5	3.6
COCCn1cc(NC(=O)Nc2cccc(C)c2)c2ccccc21
 : -12.5	nt	26.7
CC(C)CC(=O)N1CCC(NC2CCN(c3ccc(F)cc3)C2)CC1 (configuration not stated)
 : -10.3	-11.7	nt
CN1CC(C(=O)N(C)Cc2csc3ccccc23)CC1=O (configuration not stated)
 : -0.3	-2.5	0.3
COc1ccc(-n2nc(C(C)(C)C)cc2NC(=O)CN(CC(C)C)C(=O)Nc2ccc(C)c(Cl)c2)cc1
 : 4.0	1.8	-0.1
Cc1ccc(-c2n[nH]c(=S)n2N=Cc2ccccc2O)cc1
 : 0.8	-2.1	-6.1
O=C1C(Nc2ccc(Cl)cc2)=C(N2CCOCC2)C(=O)c2ccccc21
 : -12.3	nt	-1.5
CCC(=O)NC(c1ccccc1Cl)c1c(O)ccc2ccccc12 (configuration not stated)
 : -5.9	nt	-5.3
Cn1c(CN(Cc2ccccc2)Cc2ccco2)cc(=O)n(C)c1=O
 : -8.3	nt	0.0
Cc1ccc(NC2Nc3cc(C)nn3S2)c(C)c1 (configuration not stated)
 : 6.7	nt	6.0
CC(=O)Nc1ccc(CN2C(=O)C(C)Sc3ccccc32)cc1 (configuration not stated)
 : -1.0	nt	8.4
CC1CN(C(=O)C(C)N2C(=O)NC3(CCCC3)C2=O)CC1N(C)C (configuration not stated)
 : 4.2	5.5	0.6
O=C(Nc1ccc(N2CCN(S(=O)(=O)c3cccs3)CC2)nc1)c1ccco1
 : -2.1	-6.0	-2.0
O=C(NC1CCCCCC1)C1CCC(=O)N1C1CCCC1 (configuration not stated)
 : 0.3	nt	6.2
O=C(CCN(Cc1ccco1)c1nc(C2CC2)nc2ccccc12)NCc1cccc(C(F)(F)F)c1
 : -5.0	-3.4	11.2
Cc1ccc(S(=O)(=O)c2nc(S(C)(=O)=O)sc2N2CCCC2)cc1
 : -5.9	-5.5	6.6
O=C(CSc1nc2ccc(N3C(=O)c4ccccc4C3=O)cc2s1)Nc1ccccc1F
 : -3.2	-2.9	-2.6
Cc1ccc2[nH]c(CCCNC(=O)c3ccc(-n4cnnc4)cc3)nc2c1C
 : -2.4	-10.9	7.3
COCC(c1ccccn1)N(C)Cc1ccc2c(c1)CCO2 (configuration not stated)
 : -6.4	nt	7.4
CC1CN(c2cc(Oc3ccccc3Cl)ncn2)CCN1C(=O)COc1ccccc1 (configuration not stated)
 : -9.7	-3.9	3.5
CC(=O)Nc1ccc(C2CC(=O)Nc3c2c(C)nn3Cc2cccc(C)c2)cc1 (configuration not stated)
 : -5.0	-14.4	-0.8
CCOC(=O)c1ccc(NC(=O)N(CC(=O)N(Cc2ccccc2)Cc2sccc2C)C2CCCCC2)cc1
 : -9.7	-5.7	0.0
COCCN(Cc1ccc(OC)cc1)c1c(C)nc2ccc(C(=O)NC(C)(C)C)cn12
 : -0.8	1.5	-0.8
O=C1c2cccc3c(Cl)ccc(c23)N1CC(O)COc1ccc(F)cc1 (configuration not stated)
 : -5.5	nt	16.4
Cc1ccc(CNc2cnccc2CO)c(C)c1
 : -7.0	-15.6	1.8

Some of the entries above, reformatted.
SMILES | hcGAS lum | mcGAS lum | NPYLR7 agonist
CCC(=O)NC(c1ccccc1Cl)c1c(O)ccc2ccccc12 (configuration not stated) | -5.9 | nt | -5.3
Cn1c(CN(Cc2ccccc2)Cc2ccco2)cc(=O)n(C)c1=O | -8.3 | nt | 0.0
Cc1ccc(NC2Nc3cc(C)nn3S2)c(C)c1 (configuration not stated) | 6.7 | nt | 6.0
CC(=O)Nc1ccc(CN2C(=O)C(C)Sc3ccccc32)cc1 (configuration not stated) | -1.0 | nt | 8.4

High-throughput results (PubChem BioAssay)

Compounds as they come; 0.27% or so of the library scored in one or more.
